High-throughput results (PubChem)
Anthrax LF inh2 = Bacillus anthracis LF protease inhibitors, primary screen, biochemical, multiplex microsphere, MLPCN library; AID 588501, 2011; 360,000 tested, 0.12% active; multiplex microsphere protease cleavage assay; inhibition, % at 10 µM; in the data active = inhibition above about 30%; note: plate controls were buffer without enzyme for full effect and enzyme alone for no effect
BH1578 lux ind = inducers of Vibrio cholerae quorum light production without autoinducers, primary screen, BH1578 luxS cqsA deficient, single point; V. cholerae BH1578 lux reporter, luminescence, 6 h; activation, % at 18.7 µM; 350,000 tested, 0.16% active; in the data active = activation mostly above about 9.7%, no sharp cut-off; note: not every result past the cut was called active; inactives centre near 0; reference of the scale not given here
PfHsp40 yeast = rescue of yeast from PfHsp40 toxicity, primary screen, S. cerevisiae, ATP luminescence; S. cerevisiae expressing PfHsp40, growth rescue; growth rescue, % at 12.5 µM; 340,000 tested, 0.68% active; AID 504582, 2011; in the data active = growth rescue above about 28%, passing the limit was not always enough;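 note: yeast W303a lacking pdr1 and pdr3 grown in galactose medium; growth measured after three days at 30 °C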
VHR inh abs = VHR1 phosphatase inhibitors, primary screen, biochemical, absorbance, uHTS. Dual specificity protein phosphatase 3 (Homo sapiens), P51452. recombinant VHR phosphatase, pNPP absorbance. inhibition, % at 13.3 µM. 290,000 tested, 0.52% active. AID 1654, 2009; in the data active = inhibition above about 50%; note: some compounds called inactive have numbers as strong as hits
Target sequence (P51452 whole entry, looked up): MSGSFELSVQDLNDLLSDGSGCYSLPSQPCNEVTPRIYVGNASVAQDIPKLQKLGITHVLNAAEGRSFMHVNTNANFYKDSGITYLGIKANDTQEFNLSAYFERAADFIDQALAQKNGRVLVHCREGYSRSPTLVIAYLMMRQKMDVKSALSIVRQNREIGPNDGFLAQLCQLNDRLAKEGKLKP
MazEF act = activators of E. coli MazEF toxin-antitoxin RNase, primary screen, biochemical, fluorescence, uHTS | activation, % at 20 µM | FAM/BHQ RNA-DNA oligo cleavage fluorescence, 5 h | 350,000 tested, 0.32% active | Endoribonuclease toxin MazF (Escherichia coli (strain K12)), P0AE70 | AID 504720, 2011; in the data active = activation above about 50%
Target sequence (P0AE70 whole entry, looked up): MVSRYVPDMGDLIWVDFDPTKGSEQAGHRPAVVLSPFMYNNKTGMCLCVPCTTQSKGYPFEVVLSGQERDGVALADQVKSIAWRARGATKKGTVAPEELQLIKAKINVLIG
SSB-PriA inh = inhibitors of Klebsiella pneumoniae PriA binding to SSB C-terminal tail, primary screen, biochemical, AlphaScreen; PriA–SSB C-terminal tail interaction (Klebsiella pneumoniae); AlphaScreen SSBct-PriA binding, biotinylated peptide; inhibition, % at 33 µM; 430,000 tested, 0.6% active; in the data active = inhibition mostly above about 37%, no sharp cut-off; inactive = mostly below about 20%;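 note: plate controls were negative control peptide for no effect and reference peptide for full effect; strong numbers were not always called active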
TcdB inh = TcdB glycohydrolase inhibitors, primary screen, biochemical, single point, plate reader. Toxin B (Clostridioides difficile), P18177. TcdB glycohydrolase enzymatic assay. inhibition, % at 9.99 µM. 350,000 tested, 0.24% active. AID 652162, 2013; in the data active = inhibition above about 10%
3CLpro inhibitor = SARS-CoV 3CLpro protease inhibitors, primary screen, biochemical, quenched FRET; 290,000 tested, 0.14% active; Replicase polyprotein 1ab (Severe acute respiratory syndrome coronavirus), P0C6X7; AID 1706, 2009; inhibition, % at 6 µM; recombinant SARS-CoV 3CLpro, quenched FRET peptide cleavage; in the data active = inhibition above about 12%
Yp Topo-I inh = Yersinia pestis topoisomerase I inhibitors, primary screen, biochemical, cleavage product accumulation, plate reader, single point. DNA topoisomerase I (Yersinia pestis CO92). Y. pestis Topo-I cleavage product accumulation. activity, % at 10 µM. 360,000 tested, 0.064% active. AID 504884, 2011; in the data active = activity above about 50%, passing the limit was not always enough; note: inactives centre near 2
Rv3671c inh = Rv3671c serine protease inhibitors, primary screen, biochemical, fluorescence polarization, M. tuberculosis H37Rv. P9WHR9. inhibition, % at 5.96 µM. 320,000 tested, 0.048% active; in the data active = inhibition above about 38%;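 note: extracellular domain of Rv3671c used as enzyme; 0% = enzyme with DMSO and 100% = no enzyme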
Target sequence (P9WHR9 whole entry, looked up, the tested form may be a part): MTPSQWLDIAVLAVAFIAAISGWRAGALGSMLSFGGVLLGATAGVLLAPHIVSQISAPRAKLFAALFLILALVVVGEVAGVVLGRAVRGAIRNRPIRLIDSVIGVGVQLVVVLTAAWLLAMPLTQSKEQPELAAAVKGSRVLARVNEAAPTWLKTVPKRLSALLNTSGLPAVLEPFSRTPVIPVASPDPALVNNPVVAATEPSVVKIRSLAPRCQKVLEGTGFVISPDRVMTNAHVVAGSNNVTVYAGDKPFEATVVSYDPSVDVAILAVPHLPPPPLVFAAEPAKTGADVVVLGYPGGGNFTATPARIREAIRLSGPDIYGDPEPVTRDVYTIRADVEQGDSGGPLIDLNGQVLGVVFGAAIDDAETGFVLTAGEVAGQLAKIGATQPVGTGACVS
An asterisk follows results filed as active; i = inactive; · = no result given; & = joins results of further samples. The list is partial. The share of hits here may be higher or lower than overall.

SMILES | Anthrax LF inh2 | BH1578 lux ind | PfHsp40 yeast | VHR inh abs | MazEF act | SSB-PriA inh | TcdB inh | 3CLpro inhibitor | Yp Topo-I inh | Rv3671c inh
CCc1ccccc1NC(=O)CN(c1ccc(OC)cc1OC)S(=O)(=O)c1ccccc1[N+](=O)[O-] | -4 | -0.6 | -1.6 | 30 | 2 | -4 | 1.2 | -3 | 24 | -1
Cc1ccccc1S(=O)(=O)N1C[C@H]2CON(C)[C@H]2C[C@H]1c1cccc(-c2ccc(C#N)cc2)c1 | -1 | -1.4 | 1.6 | · | 3 | -5 | 0.8 | · | 24 | ·
N#Cc1ccc(OCC(=O)Nc2nc(-c3ccncc3)cs2)cc1 | · | -0.3 | -0.6 | · | 6 | -16 | 0.1 | · | 0 | 8
O=C(CCNC(=O)c1ccccc1)Nc1ccc(F)c(Cl)c1 | 0 | -0.2 | 0.6 | 37 | 5 | 5 | -0.3 | 3 | -4 | -1
COc1ccc(-c2[nH]ncc2CN(C)Cc2cnccn2)c(OC)c1 | 2 | -0.2 | -0.9 | 40 | -17 | -1 | -0.3 | -5 | -2 | 0
O=C1CCC(C(=O)N(c2ccccc2)C2(C(=O)NC3CCCCC3)CCCCC2)N1 (stereo not given) | 1 | -0.3 | -0.8 | -9 | 0 | 0 | · | 3 | 3 | 2
COc1ccc(C)cc1NC(=O)CSc1ccc(Cl)cc1 | -1 | -0.2 | 12 | -5 | -6 | -21 | 1.0 | -2 | 8 | -9
O=C1CN(C(=O)COc2ccc(Br)cc2Br)c2ccccc2N1 | -1 | -0.3 | -0.5 | 13 | 2 | -21 | 0.6 | 9 | 25 | 4
CCOC(=O)N1CCC(NC(=O)c2cc(C(=O)NCC(OC)OC)ccc2CO)CC1 | 2 | i | -0.4 | 16 | 9 | -15 | · | 6 | -3 | -1
Cc1ccsc1C1C(C#N)=C(N)Oc2n[nH]c(C)c21 (stereo not given) | 3 | -0.3 | -1.5 | 14 | 5 | -2 | 0.4 | -8 | 0 | 0
Cc1cc2nc(C3CCCN(C(=S)Nc4ccccc4C)C3)[nH]c2cc1C (stereo not given) | 1 | i | -0.7 | 18 | 0 | 4 | · | 1 | -1 | 0
Nc1nonc1C(=O)N/N=C/c1ccc(-c2ccc(Cl)c(C(=O)O)c2)o1 | -2 | -0.6 | -1.8 | 5 | 0 | · | -1.2 | 3 | 1 | 3
O=C(Cc1ccccc1)NCc1n[nH]c(=S)n1-c1ccc(Br)cc1 | -1 | -0.5 | 2.1 | 6 | 0 | -22 | 0.1 | 4 | -5 | 4
S=C1SCN(CC2CC2)CN1CC1CC1 | -2 | -0.4 | 0.8 | 13 | 10 | -20 | 0.1 | -5 | -6 | 3
COc1ccc(CNC(=O)C[C@H]2C(=O)N(Cc3ccccc3)C[C@@H]2Cc2ccccc2)cc1 | -4 | i | 2.9 | 13 | 6 | -5 | 2.3 | -8 | 9 | -2
Cc1ccc(NC(=O)c2ccc(OC(=O)c3ccco3)cc2)cc1 | -4 | i | -0.5 | -4 | 6 | -13 | 0.6 | -1 | 6 | -8
O=C(c1cc(S(=O)(=O)N2CCOCC2)ccc1F)N1CCN(Cc2ccccc2)CC1 | -2 | -0.5 | 0.1 | 14 | 4 | 1 | · | 1 | 11 | 1
COc1ccc(C2/C=C\CN(C(=O)Nc3ccccc3)CC(=O)N2Cc2ccc(F)cc2)cc1 (stereo not given) | 3 | 0.7 | -1.1 | 7 | 3 | -6 | 0.8 | · | 19 | 0
CC(=O)c1ccc(NC(=O)N[C@@H](Cc2ccccc2)C(=O)O)cc1 | 1 | i | -0.7 | 25 | -6 | -13 | · | 3 | -3 | -7
COc1ccc(S(=O)(=O)N2CCC(C(=O)NCC3CCCO3)CC2)cc1Cl (stereo not given) | -3 | -0.4 | -1.6 | 8 | 5 | -7 | 1.8 | -4 | -6 | -1
Cc1nn(Cc2ccc(F)cc2)c(C)c1NC(=O)c1cnn2c1NC(c1ccccc1)CC2C(F)(F)F (stereo not given) | -2 | i | -0.5 | 10 | 5 | 1 | 0.7 | 0 | 2 | -1
Cc1ccc(NC(=O)CSc2ccc3c(c2)OCCO3)c(O)c1 | -3 | i | 2.1 | 10 | -4 | -7 | 1.1 | 5 | 5 | 1
COc1ccc(Br)cc1/C=N/NC(=O)c1ccc(COc2ccc3c(c2)CCC3)o1 | 1 | -0.6 | -1.2 | 27 | -15 | · | · | -3 | 15 | 1
CC(=O)N1CCc2c(sc(NC(=O)CS(=O)(=O)c3ccc(F)cc3)c2C#N)C1 | 0 | 5.0 | -1.0 | · | 7 | -8 | -0.1 | · | -3 | -1
CCn1cc(C(=O)NC(C)C2CC3CCC2C3)cn1 (stereo not given) | 0 | -0.3 | 1.6 | -1 | 1 | 6 | · | 1 | -6 | -10

The last 2 records of the section before come first, to join the parts.
SMILES | Anthrax LF inh2 | BH1578 lux ind | PfHsp40 yeast | VHR inh abs | MazEF act | SSB-PriA inh | TcdB inh | 3CLpro inhibitor | Yp Topo-I inh | Rv3671c inh
CC(=O)N1CCc2c(sc(NC(=O)CS(=O)(=O)c3ccc(F)cc3)c2C#N)C1 | 0 | 5.0 | -1.0 | · | 7 | -8 | -0.1 | · | -3 | -1
CCn1cc(C(=O)NC(C)C2CC3CCC2C3)cn1 (stereo not given) | 0 | -0.3 | 1.6 | -1 | 1 | 6 | · | 1 | -6 | -10
O=C(NCc1cccs1)c1cc(S(=O)(=O)N2CCOCC2)ccc1N1CCCC1 | -5 | -6.2 | 0.5 | · | -12 | -11 | 0.4 | · | 7 | -8
O=S(=O)(/C=C/c1ccccc1)N1CCN(Cc2ccccc2)CC1 | -6 | 2.0 | 2.9 | 23 | 3 | 3&10&-9 | -0.5 | -1 | 4 | 6
CCOC(=O)C1(C(=O)OCC)NC(=O)CC1CC(C)C (stereo not given) | 8 | i | -0.5 | · | 10 | 3 | 5.3 | · | 2 | ·
COCCCn1c(SCC(=O)NC2CCS(=O)(=O)C2)nnc1-c1ccc(Cl)cc1 (stereo not given) | · | i | 0.3 | · | -3 | -7 | 0.9 | · | -9 | -4
COc1ccc(Br)cc1CN1CCN(C(=O)c2ccc(F)cc2)CC1 | -2 | -0.5 | -0.2 | 15 | 3 | 4 | 1.2 | -1 | 24 | 2
CCOc1cc(NC(=S)NCCCN2CCOCC2)c(OCC)cc1NC(=O)c1ccccc1C | -1 | -1.1 | 0.7 | -5 | 5 | -5 | 0.3 | 2 | -3 | -16
CCCCN(CC)C(=O)CSc1nc2c(sc(=S)n2-c2ccc(OCC)cc2)c(=O)[nH]1 | -1 | i | 4.6 | -8 | -3 | 5 | -0.4 | 4 | 21 | ·
CCOC(=O)CN1C(=O)N[C@@H](c2cccc(F)c2)C(C(C)=O)=C1C | -4 | i | 1.3 | · | 0 | -2 | 1.5 | · | 2 | 3
Cc1cccc(N(C(=O)c2snc(C(N)=O)c2N)C(C(=O)NCC2CCCO2)c2cccs2)c1 (stereo not given) | -9 | -0.3 | 2.7 | -5 | 4 | -5 | 1.5 | 4 | 9 | 0
Cn1c(N)c(C(=O)Nc2ccccc2)c(=O)[nH]c1=O | · | · | · | · | -2 | -24 | 0.9 | · | · | 5
O=[N+]([O-])c1ccc(N2CCN(c3ccccc3)CC2)nc1 | -2 | 0.5 | -0.5 | -27 | 14 | 4 | 0.7 | 3 | 2 | 1
N#CCCN(C(=O)c1ccc2c(=O)n3c(nc2c1)CCCCC3)c1ccccc1 | -3 | -0.3 | 0.2 | -9 | 15 | -7 | 0.3 | -4 | -2 | -2
COc1cccc(CNC(=O)N2CCN(c3ccccc3Cl)CC2)c1 | 4 | -3.8 | -1.6 | 28 | 2 | -10 | -1.0 | 0 | 2 | 9
Cc1csc(=O)n1CC(=O)OCC(=O)Nc1ccc(C(N)=O)cc1 | -5 | 1.0 | 0.4 | · | -12 | -16 | 0.7 | · | 2 | -4
Cc1sc2ncn(CC(=O)NCCCC(=O)NCc3ccc(F)cc3)c(=O)c2c1C | -3 | -0.3 | 0.2 | 49 | 14 | -11 | 0.3 | 2 | 15 | 3
Cc1cc[n+](-c2[nH]c(=O)sc2/C=N/N=C(\[O-])c2ccccc2)cc1C | -2 | -0.8 | -0.5 | 20 | 15 | · | 1.3 | 0 | 2 | ·
CCC(C)NC(=O)c1ccc([N+](=O)[O-])c(Cl)c1 (stereo not given) | 0 | -0.6 | -0.6 | 0 | 9 | 0 | 0.4 | -4 | 7 | 2
O=C(N/C(=C\c1ccc(F)cc1)C(=O)N1CCCCCC1)c1ccccc1 | 1 | i | -0.1 | 8 | 3 | -7 | 1.1 | -1 | -7 | 5
Cc1cn([C@H]2C[C@H](O)[C@@H](COS(=O)(=O)O)O2)c(=O)[nH]c1=O | -11 | -4.5 | -0.9 | · | 9 | -6 | 1.4 | · | -3 | -11
COc1ccccc1NC(=O)c1cnc(SCC(=O)NCCc2ccccc2)n(C)c1=O | 1 | i | 1.2 | · | -20 | -1 | 0.7 | · | 7 | -2
CCc1ccccc1NC(=O)CCc1nc(-c2ccc(C)cc2)no1 | 6 | 7.1 | -0.6 | -2 | 1 | -10 | · | -6 | -10 | -2
CCOC(=O)c1c(C)[nH]c(N=Nc2ccc(C)cc2C)c1C | -2 | -1.3 | 0.3 | 18 | 2 | -5 | · | 3 | -10 | 2

Filtered by structure, those above containing an aryl methoxy group
SMILES | Anthrax LF inh2 | BH1578 lux ind | PfHsp40 yeast | VHR inh abs | MazEF act | SSB-PriA inh | TcdB inh | 3CLpro inhibitor | Yp Topo-I inh | Rv3671c inh
CCc1ccccc1NC(=O)CN(c1ccc(OC)cc1OC)S(=O)(=O)c1ccccc1[N+](=O)[O-] | -4 | -0.6 | -1.6 | 30 | 2 | -4 | 1.2 | -3 | 24 | -1
COc1ccc(-c2[nH]ncc2CN(C)Cc2cnccn2)c(OC)c1 | 2 | -0.2 | -0.9 | 40 | -17 | -1 | -0.3 | -5 | -2 | 0
COc1ccc(C)cc1NC(=O)CSc1ccc(Cl)cc1 | -1 | -0.2 | 12 | -5 | -6 | -21 | 1.0 | -2 | 8 | -9
COc1ccc(CNC(=O)C[C@H]2C(=O)N(Cc3ccccc3)C[C@@H]2Cc2ccccc2)cc1 | -4 | i | 2.9 | 13 | 6 | -5 | 2.3 | -8 | 9 | -2
COc1ccc(C2/C=C\CN(C(=O)Nc3ccccc3)CC(=O)N2Cc2ccc(F)cc2)cc1 (stereo not given) | 3 | 0.7 | -1.1 | 7 | 3 | -6 | 0.8 | · | 19 | 0
COc1ccc(S(=O)(=O)N2CCC(C(=O)NCC3CCCO3)CC2)cc1Cl (stereo not given) | -3 | -0.4 | -1.6 | 8 | 5 | -7 | 1.8 | -4 | -6 | -1
COc1ccc(Br)cc1/C=N/NC(=O)c1ccc(COc2ccc3c(c2)CCC3)o1 | 1 | -0.6 | -1.2 | 27 | -15 | · | · | -3 | 15 | 1
COc1ccc(Br)cc1CN1CCN(C(=O)c2ccc(F)cc2)CC1 | -2 | -0.5 | -0.2 | 15 | 3 | 4 | 1.2 | -1 | 24 | 2
COc1cccc(CNC(=O)N2CCN(c3ccccc3Cl)CC2)c1 | 4 | -3.8 | -1.6 | 28 | 2 | -10 | -1.0 | 0 | 2 | 9
COc1ccccc1NC(=O)c1cnc(SCC(=O)NCCc2ccccc2)n(C)c1=O | 1 | i | 1.2 | · | -20 | -1 | 0.7 | · | 7 | -2
